# Screens: PubChem BioAssay, several laboratories
# M. tuberculosis GlmU: inhibition of mycobacterial GlmU enzyme – biochemical, glucosamine-1-phosphate acetyltransferase (AID 1376); M. tuberculosis GlmU acetyltransferase enzyme assay; higher % means a stronger effect; 220,000 compounds, 0.25% hits; inhibition, %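 (tested at 30 µM in the primary screen)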; hits with a dose series show IC50 in µM; in the data active = inhibition above about 13%;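 also: 0% = complete reaction with vehicle and 100% = reaction without substrate; strong numbers were not always called active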
# Mtb RmlCD inh: blocks M. tuberculosis RmlC and RmlD coupled enzymes | RmlC+RmlD coupled enzyme assay, percent inhibition; primary screen in compound mixtures | inhibition, % at 3.6 µM | 160,000 compounds, 0.03% hits; in the data active = inhibition mostly above about 34%, no sharp cut-off; also: some results filed as inactive read as strong as hits
# Target sequence (P9WH09 whole entry, looked up): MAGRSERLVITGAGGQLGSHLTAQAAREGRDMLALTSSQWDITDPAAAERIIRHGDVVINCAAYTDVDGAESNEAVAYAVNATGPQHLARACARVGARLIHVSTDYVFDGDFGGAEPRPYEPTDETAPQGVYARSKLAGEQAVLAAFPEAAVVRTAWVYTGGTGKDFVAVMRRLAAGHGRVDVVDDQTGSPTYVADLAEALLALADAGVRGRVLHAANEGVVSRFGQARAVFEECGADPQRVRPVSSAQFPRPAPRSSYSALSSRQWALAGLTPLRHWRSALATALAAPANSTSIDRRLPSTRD
# Target sequence (P9WH11 whole entry, looked up): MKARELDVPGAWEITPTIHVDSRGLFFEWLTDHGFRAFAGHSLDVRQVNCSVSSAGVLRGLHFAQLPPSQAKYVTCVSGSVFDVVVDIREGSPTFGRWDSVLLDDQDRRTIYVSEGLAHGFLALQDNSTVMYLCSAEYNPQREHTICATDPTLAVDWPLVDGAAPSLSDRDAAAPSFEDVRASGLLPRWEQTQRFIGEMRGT
# Numbers without * were called inactive; / = not tested or not shown. The list is partial, so the mix of outcomes need not match the whole.
SMILES,M. tuberculosis GlmU,Mtb RmlCD inh
O=C(O)CC1SC(=Nc2cccc(O)c2)NC1=O (stereo not given),-0.3%,-6.0
CCCn1c(=O)[nH]c(=O)c2c1nc(-c1ccccc1OC(F)F)n2CCOC,1.7%,4.4
CCOc1ccc2c(C)c(C)c(=O)oc2c1OCC,5.0%,/
O=C1C=CC(O)(c2cc(=O)c3c(O)cc(O)cc3o2)C=C1,-0.2%,/
COC(=O)CN1C(=O)CN=C(c2ccccc2Cl)c2cc(Br)ccc21,-4.8%,3.5
O=C(Cn1cc2c(n1)CCCCC2)NCCN1CCOCC1,-0.7%,/
COc1ccc(-c2cc(C(=O)OCC(=O)N(C)C)c3ccccc3n2)cc1,-2.2%,7.2
COc1ccc(Oc2ccc(NC(=O)c3ccccc3C)cc2)cc1,1.1%,/
COc1ccc(OC)c(-c2csc(NC(=O)Cn3[nH]c(=O)c4ccccc4c3=O)n2)c1,1.4%,-4.5
O=C(COC(=O)C1CC2C=CC1C2)NCc1ccccc1Cl (stereo not given),-0.1%,/
CCOC(=O)c1cc(Sc2ccccc2N)cc(C(=O)OCC)n1,-4.0%,-6.4
Cc1cc(C)n2nc(C(=O)NC(C)(C)C)nc2n1,-1.1%,2.3
O=c1oc2ccccc2cc1-c1ccc(O)cc1O,7.0%,/
CC1(C(=O)O)CC(C)(C(=O)O)CC(C)(C(=O)O)C1 (stereo not given),-4.2%,/
CN(c1cccc(NC(=O)c2ccccc2N(C)S(=O)(=O)c2ccccc2)c1)S(C)(=O)=O,1.2%,18.4
Cc1cccc(NC(=S)N(CCCN2CCOCC2)C(C)c2cc3ccccc3o2)c1C (stereo not given),3.1%,-8.9
CCCN1C[C@H](CSC)C[C@@H]2c3cccc4[nH]cc(c34)C[C@H]21,1.2%,/
COc1ccccc1NS(=O)(=O)c1cccc2cccnc12,8.3%,/
CCc1ccc(-n2c(CSc3nnnn3-c3ccccc3)nc3ccccc3c2=O)cc1,-0.1%,-15.8
COC(=O)c1cccc(NC(=O)c2nn(C(C)C)c(=O)c3ccccc23)c1,8.2%,/
FC(F)(F)c1cnc(Sc2ncn[nH]2)c(Cl)c1,-7.8%,10.5
C/C(CC(=O)NCCCN1CCOCC1)=N\NC(=O)COc1ccc(C)cc1,-7.8%,10.7
COc1cccc(C(=O)NC2CCCC2)c1,0.5%,/
O=c1c2ccccc2nnn1CSc1nnc2ccccn12,2.6%,11.3
Cc1ccc(C)c(NC(=O)c2ccccn2)c1,-0.7%,-1.6

# One compound at a time (already shown). Screens in order: M. tuberculosis GlmU, Mtb RmlCD inh
# Cc1ccc(C)c(NC(=O)c2ccccn2)c1 across the screens: -0.7%, -1.6
# CC1(C(=O)O)CC(C)(C(=O)O)CC(C)(C(=O)O)C1 (stereo not given) across the screens: -4.2%, /
# O=c1c2ccccc2nnn1CSc1nnc2ccccn12 across the screens: 2.6%, 11.3
# CN(c1cccc(NC(=O)c2ccccc2N(C)S(=O)(=O)c2ccccc2)c1)S(C)(=O)=O across the screens: 1.2%, 18.4
# CCOC(=O)c1cc(Sc2ccccc2N)cc(C(=O)OCC)n1 across the screens: -4.0%, -6.4

# The list continues:
SMILES,M. tuberculosis GlmU,Mtb RmlCD inh
Cc1ccccc1-n1nnnc1SCC(=O)N(C)C1CCS(=O)(=O)C1 (stereo not given),0.6%,7.2
O=C(Nc1ccccc1Cl)c1ccc(-n2cccn2)c([N+](=O)[O-])c1,0.4%,0.5
CC(C)NCCOCCSc1ccc(Cl)cc1,0.3%,37.0
CS(=O)(=O)N(CC(=O)N1CCCCC1)c1sc2c(c1C#N)CCCC2,-1.4%,8.7
COCCN(C(=O)c1ccccc1)c1nnc(-c2cccnc2)s1,0.7%,36.3
C=CCc1cccc(/C=N/NC(=O)CNc2ccccc2)c1O,1.5%,7.4
COc1cc(/C=N/NC(=O)Cn2cnc3ccccc3c2=O)ccc1O,7.0%,/
Cc1ccc(N/C=C/c2onc(C)c2[N+](=O)[O-])cc1,0.2%,-11.3
Cc1csc(Cn2c(CN(C)C)nc3ccccc3c2=O)n1,-0.3%,9.6
CC(=O)Oc1ccc(C(=O)[C@H]2[C@H]3C(=O)N(c4ccc(C)cc4C)C(=O)[C@H]3[C@@H]3C=CC=NN32)cc1,2.5%,-10.3
Nc1nnc(-c2ccccc2)s1,/,-11.8
CCCCCn1c(CN2CCN(c3cccc(Cl)c3)CC2)nc2c1c(=O)n(C)c(=O)n2C,-1.4%,/
Cc1cc(C(=O)COC(=O)c2ccc[nH]c2=O)c(C)n1-c1ccccc1,-0.5%,1.8
COc1ccc(/C=C/C(=O)c2ccc3c(c2)OCCO3)cc1[N+](=O)[O-],-0.2%,-9.6
Cc1ccc(NC(=O)OCCN2CCN(S(=O)(=O)c3ccc(C)cc3)CCC2=O)cc1,2.4%,/
CC(C)c1nc2c(c(=O)c3ccccc3n2C)c(=O)n1-c1ccc(F)cc1,-3.4%,-11.0
CCOc1ccc(-c2nc3ccccc3c(=O)o2)cc1,0.0%,-12.4
C#CCOCCOCCOCCNc1nc(N2CCN(C(=O)[C@H](C(C)C)n3cc(CCO)nn3)CC2)nc(N2CCN(C(=O)[C@H](C(C)C)n3cc(CCO)nn3)CC2)n1,2.8%,/
O=C(CSc1nnc(-c2cccnc2)n1CCc1ccccc1)N1CCCCC1,5.3%,/
O=C(COc1ccc(Br)cc1)Nc1ccc(-c2nnc(-c3ccco3)o2)cc1,6.2%,24.1
CCOC(=O)CNC(=O)c1sc2ncnc(N3CCc4ccccc4C3)c2c1C,5.3%,/
Cc1ccc(C(=O)NC2CCCCNC2=O)cc1 (stereo not given),0.3%,0.8
COC(=O)C(Oc1ccc2c(-c3ccc(OC)cc3)cc(=O)oc2c1)c1ccccc1 (stereo not given),-3.0%,2.2
O=C(NCCc1ccccc1)C1CCCN(S(=O)(=O)c2cnc[nH]2)C1 (stereo not given),-0.7%,-7.5
CC(C)OP(=O)(OC(C)C)C(NC(=O)c1ccc(Br)cc1)c1ccccc1 (stereo not given),3.9%,31.1
# New compounds follow
SMILES,M. tuberculosis GlmU,Mtb RmlCD inh
CCn1cc(SCC(N)=O)c2ccccc21,-6.9%,/
COc1ccc(C2C(Oc3ccccc3)C(=O)N2c2ccc(C)c(C)c2)cc1OC (stereo not given),-7.3%,/
COc1ccccc1/C=C/C(=O)N1CCOCC1,-5.0%,3.8
CCN(CC)c1ccc2cc(-c3nc(-c4ccc(OC)cc4)cs3)c(=O)oc2c1,-4.0%,16.0
O=C(O)CSc1nnc(-c2ccccc2)o1,2.5%,4.9
COc1ccc(NC(=O)C2CCCNC2)cc1OCC(C)C (stereo not given),3.4%,2.8
CN1CC2CCCC3(C1)C(=O)NC1(CCCCC1)N=C23 (stereo not given),-1.6%,/
CC1=C(NCCc2ccccc2)CCC1=O,2.1%,8.0
Cc1nccn1CC(=O)N/N=C/c1ccccc1O,-1.7%,-5.3
CN(c1ccccc1)C(c1ccc(F)cc1)c1nnnn1CC1CCCO1 (stereo not given),-2.8%,8.7
CCn1c(=O)c(C(=O)CN2CC(C)OC(C)C2)c(N)n(Cc2ccccc2)c1=O (stereo not given),2.9%,8.4
Cc1ccc(OCC(=O)NNC(=O)C2CCCO2)c(C)c1 (stereo not given),-6.2%,/
CC(NC(=S)NC1CCCCC1)C(c1cccs1)N1CCOCC1 (stereo not given),4.6%,5.4
N#CCCN(Cc1cccnc1)C(=S)Nc1ccccc1Cl,-1.8%,-8.3
CN(C)c1nc(N)nc(CSc2nc3cc(Cl)ccc3o2)n1,0.8%,-12.7
Cn1c(SCC(=O)NCc2cccs2)nnc1-c1ccncc1,4.8%,/
O=c1c2ccccc2nc(SCc2ccncc2)n1CC1CCCO1 (stereo not given),-2.0%,1.8
COc1cc(OC)cc(C(=O)N(CCCN2C(=O)c3cccc4cccc(c34)C2=O)c2cccc(OC)c2)c1,-3.1%,-5.1
O=c1[nH]sc2cc(F)ccc12,-2.9%,88.2
O=C(Nc1nc(-c2ccc(S(=O)(=O)N3CCCCCC3)cc2)cs1)c1ccccc1,6.3%,1.2
CCN(c1ccccc1)S(=O)(=O)c1ccc(Cl)c(C(=O)N(CC2CCCO2)C2CCS(=O)(=O)C2)c1 (stereo not given),-0.9%,3.1
C=CCn1c(=N)c(C#N)cc2c(=O)n3ccccc3nc21,2.6%,0.6
CCCCCCn1c(SCCN2CCOCC2)nc2c1c(=O)[nH]c(=O)n2C,2.7%,/
Cc1cccnc1NC(=S)NCc1ccco1,3.1%,5.0
CCOC(=O)c1c(NC(=S)NC(=O)c2cnn(CC)c2)sc2c1CCC(C)C2 (stereo not given),-2.7%,-8.5

# Individual results from the results shown:
# M. tuberculosis GlmU with `CC(NC(=S)NC1CCCCC1)C(c1cccs1)N1CCOCC1` (stereo not given) : 4.6%
# Mtb RmlCD inh with `CCn1c(=O)c(C(=O)CN2CC(C)OC(C)C2)c(N)n(Cc2ccccc2)c1=O` (stereo not given) : 8.4
# M. tuberculosis GlmU with `CCn1cc(SCC(N)=O)c2ccccc21` : -6.9%
# Mtb RmlCD inh with `CC1=C(NCCc2ccccc2)CCC1=O` : 8.0
# Mtb RmlCD inh with `CN(c1ccccc1)C(c1ccc(F)cc1)c1nnnn1CC1CCCO1` (stereo not given) : 8.7

# The listing picks up, starting three compounds before the break.
SMILES,M. tuberculosis GlmU,Mtb RmlCD inh
CCCCCCn1c(SCCN2CCOCC2)nc2c1c(=O)[nH]c(=O)n2C,2.7%,/
Cc1cccnc1NC(=S)NCc1ccco1,3.1%,5.0
CCOC(=O)c1c(NC(=S)NC(=O)c2cnn(CC)c2)sc2c1CCC(C)C2 (stereo not given),-2.7%,-8.5
Cc1nn(-c2ccccc2)nc1C(=O)Nc1ccc2[nH]ncc2c1,0.5%,20.3
CNC(=O)c1sccc1S(=O)(=O)Cc1c(Cl)cccc1Cl,-2.3%,/
CCS(=O)CCSc1nc2ccccc2s1 (stereo not given),1.7%,/
COC(=O)[C@@H](NC(=O)Nc1ccc2c(c1)OCCO2)C(C)C,2.0%,6.6
CC(C)Oc1ccc(CCN)cc1Cl,-2.8%,/
CCC(C)C(=O)Nc1nnc(SCC(=O)Nc2ccccc2F)s1 (stereo not given),-2.1%,-6.8
CC(C)CN(/C=N/c1sc2c(c1C#N)CCCCC2)CC(C)C,/,5.9
O=C(c1c[nH]c2ccc(S(=O)(=O)N3CCC4(CC3)OCCO4)cc2c1=O)N1CCC2(CC1)OCCO2,1.4%,4.9
CCOC(=O)CS(=O)(=O)c1ccc2ccccc2c1,0.0%,3.1
Cc1ccc(CNC(=O)C(=O)NCC2OCCN2C(=O)c2cccs2)cc1 (stereo not given),-0.7%,9.4
O=C(NC(Cc1c[nH]c2ccccc12)c1nnc2n1CCCCC2)c1cccs1 (stereo not given),1.6%,/
CC1CCCC(NC(=O)COC(=O)c2ccc(N(C)C)cc2)C1C (stereo not given),4.2%,-2.2
COc1cc(OC)c(-c2nnc(-c3ccc(OC)c(OC)c3OC)o2)cc1OC,-1.2%,6.2
O=C(O)CC12CC3CC(C1)CC(n1ncc(NCc4ccc(F)cc4)c(Cl)c1=O)(C3)C2,-1.7%,13.9
O=C(Nc1ccc(NC(=O)C23CC4CC(CC(C4)C2)C3)cc1)c1cc(F)c(F)cc1Cl,-2.0%,-2.9
COc1cccc(-n2nnc3c(=O)n(Cc4c(F)cccc4Cl)cnc32)c1,-2.4%,/
COC(=O)[C@@H]1C[C@@]2(O)[C@@H](O)[C@@H](O)[C@@H](O)C[C@H]2N1Cc1ccc(Cl)cc1,1.4%,/
CC(=O)Nc1ccc(S(=O)(=O)N2CCN(C(=O)c3cccnc3)CC2)cc1,1.4%,-3.5
CCOC(=O)C1CCN(C(=O)COc2ccc(Cl)cc2)CC1,-1.2%,/
O=C(CN1C(=O)NC2(CCc3ccccc32)C1=O)c1ccc2c(c1)OCCO2 (stereo not given),9.4%,11.8
Cc1cc2c(cc1S(=O)(=O)N(C)c1ccccc1)NC(=O)CO2,-2.3%,2.9
Cc1ccc(NC(=O)NCCSc2ccc(C)cc2)cc1,0.5%,30.1
CCCNC(=O)CCC(NS(=O)(=O)c1ccc(C)cc1)C(=O)NCCC (stereo not given),1.9%,3.5
CCOc1ccc(CC(=O)NNC(=S)NC)cc1,0.3%,7.3
CCC(=O)Nc1ccc(Cl)c(NC(=S)NC(=O)COc2ccc(Cl)cc2)c1,0.1%,38.5
# The list goes on.
SMILES,M. tuberculosis GlmU,Mtb RmlCD inh
COc1ccc(NC(=O)Cn2cnc3c(cnn3-c3ccc(C)c(C)c3)c2=O)c(OC)c1,-2.7%,-4.2
COc1ccc(CCNC(=O)CSc2nc(C)nc3c2oc2ccccc23)cc1OC,-4.9%,8.1
CC(=O)C(Sc1ccc2nnc(-c3ccncc3)n2n1)C(C)=O,-1.2%,6.5
Cc1ccc(OCC(=O)N2CCN(c3ccc([N+](=O)[O-])c(N4CCOCC4)c3)CC2)cc1,5.0%,-3.5
O=S(=O)(c1ccc(-c2csc(-c3cccnc3)n2)cc1)N1CCOCC1,-5.1%,-11.1
CCN1CCN(CC(=O)Nc2ccc(C)cc2C)C(=O)C1=O,5.7%,41.3
CNC(=O)CSCc1cnn(-c2ccccc2)c1-n1cccc1,4.3%,/
CCOC(=O)c1nn(-c2ccc(Br)cc2)cc1C(=O)c1cccc2ccccc12,5.3%,-8.4
Cc1oc2nc(SCC(=O)NCCCO)nc(N)c2c1C,-1.4%,-0.4
Cc1ccc(-c2nnn(CC(=O)N3CCCCC3)n2)o1,2.5%,8.6
CCN1C(=O)CS/C1=N\S(=O)(=O)c1ccccc1,7.8%,5.1
CCCCCc1cc(=O)oc2c(C(CCN(CC)CC)c3ccc(N(C)C)cc3)c(OC)cc(OC)c12 (stereo not given),-5.3%,-0.8
O=C(NCc1cccnc1)NC1(C(F)(F)F)Oc2ccc(Cl)cc2O1 (stereo not given),4.0%,6.0
CC(C)CNC(=S)NNC(=O)c1csc2c1CCCC2,-0.7%,/
CC(C)CC(=O)Nc1cc(C(F)(F)F)ccc1N1CCOCC1,-4.4%,/
CCN1CNC(=S)N(c2cccc(C)c2C)C1,-1.8%,/
CN1CCCC1CCNC1C2CC3CC(C2)CC1C3 (stereo not given),/,8.4
